Screening data from PubChem BioAssay.
GCN5L2 inh: GCN5L2 (KAT2A) acetyltransferase inhibition; AID 504327; Potency, µM (highest dose often 58.9 µM), inactives show at the highest dose activity change, negative = inhibition, most hits filed as inhibitors; Q92830; actives 0.21% (n = 390,000); GCN5L2 HAT assay, ThioGlo1 CoA-SH fluorescence
Target sequence (Q92830 whole entry, looked up): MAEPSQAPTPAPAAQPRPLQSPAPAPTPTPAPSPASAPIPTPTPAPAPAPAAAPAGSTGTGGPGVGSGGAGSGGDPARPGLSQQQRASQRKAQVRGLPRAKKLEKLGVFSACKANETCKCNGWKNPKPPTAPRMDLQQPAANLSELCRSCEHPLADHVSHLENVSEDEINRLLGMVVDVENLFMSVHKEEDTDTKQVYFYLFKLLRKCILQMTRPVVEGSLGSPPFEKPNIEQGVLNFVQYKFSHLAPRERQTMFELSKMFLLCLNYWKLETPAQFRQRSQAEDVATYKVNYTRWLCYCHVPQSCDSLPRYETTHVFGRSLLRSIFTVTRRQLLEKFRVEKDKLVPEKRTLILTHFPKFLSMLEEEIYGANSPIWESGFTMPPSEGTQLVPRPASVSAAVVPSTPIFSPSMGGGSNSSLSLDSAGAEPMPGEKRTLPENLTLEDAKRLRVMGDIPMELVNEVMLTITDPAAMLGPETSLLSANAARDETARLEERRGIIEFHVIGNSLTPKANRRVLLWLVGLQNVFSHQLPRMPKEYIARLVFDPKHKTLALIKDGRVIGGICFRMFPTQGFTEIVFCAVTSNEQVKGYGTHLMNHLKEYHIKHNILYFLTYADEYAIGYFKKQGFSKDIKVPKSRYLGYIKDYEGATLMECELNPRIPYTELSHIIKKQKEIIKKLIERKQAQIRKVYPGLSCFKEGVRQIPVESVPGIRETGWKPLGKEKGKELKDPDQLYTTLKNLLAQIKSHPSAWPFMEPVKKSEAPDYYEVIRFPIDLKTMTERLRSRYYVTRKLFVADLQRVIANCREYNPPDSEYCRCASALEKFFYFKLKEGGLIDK
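Enzyme at 20nM final was mixed with library compounds for 15 min at room temperature. Peptide H3(1-25) at 75uM, acetyl-CoA at 70uM and ThioGlo1 at 50uM were then added. Plates were read immediately and after 20 min (Ex340nm/Em540nm).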
DT40 TDP1 no CPT: qHTS for Inhibitors of human tyrosyl-DNA phosphodiesterase 1 (TDP1): qHTS in cells in absence of CPT | actives 15% (n = 420,000) | DT40 Tdp1-/- hTDP1 cells, no CPT, ATP luminescence, 48 h | Potency, µM (series often up to 46.2 µM), for inactives: top-dose activity change, negative = growth inhibition, hits mostly inhibitors; further: nearly all actives have a fitted effect of over 55% in size
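Chicken DT40 Tdp1-/- cells complemented with human TDP1, screened without camptothecin (DMSO vehicle only), 400 cells/well. Compounds pin-transferred, cells incubated at 37 °C for at least 48 hr. Growth read as ATP-dependent luminescence (CellTiter-Glo, 30 min at RT).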
TDP1 block: TDP1 (human) enzyme inhibition; Q9NUW8; recombinant TDP1, AlphaScreen DNA substrate cleavage; Potency, µM (doses to about 130 µM), inactives show at the highest dose activity change, negative = inhibition, usual class: inhibitors; actives 0.28% (n = 350,000); AID 485290; further: nearly all actives have a fitted effect of over 40% in size
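Signal: AlphaScreen proximity between streptavidin donor and anti-FITC acceptor beads on intact substrate. Reaction: Tdp1 1 nM, substrate 15 nM final, 5 min RT after 15 min compound preincubation.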
Active calls of the source: *; ? = inconclusive; / = no result given; [ ] = another dose, or the depositor's remark. The call rests on the fitted dose curve; in most records, active means well fitted curve in the direction sought with a large enough effect; inconclusive means small, poorly fitted or top-dose-only effect, or another doubt; inactive means no such curve, though single readings can be large; an effect the other way counts as inactive or inconclusive. On the % scale 0 is the no-effect control and ±100 the full control effect; potency means the concentration at half of the fitted maximal effect. Not all compounds are listed; rates above refer to the full screens.

SMILES | GCN5L2 inh | DT40 TDP1 no CPT | TDP1 block
CN(C)CCCNCC(=O)NN(c1ccccc1)c1ccccc1 | -8% | 5% | /
Cc1ccccc1NS(=O)(=O)c1ccc(-c2ccc(=O)[nH]n2)o1 | 1% | 8% | 2%
O=C(OCCN1C(=O)c2cccc3c(N4CCOCC4)ccc(c23)C1=O)c1ccc(Cl)cc1Cl | -7% | 4.1µM* | /
N=c1n(CCN2CCCCC2)c2ccccc2n1CC(=O)c1cccs1 | 2% | 21µM* | -9%
CCc1nnc(NC(=O)CSc2ccc(-c3ccc(C)cc3)nn2)s1 | -7% | 7% | -2%
CNC(=O)c1ccsc1NC(=O)CS(=O)(=O)c1ccc(Cl)cc1 | -5% | -10% | 8%
O=C(Cc1ccccc1)N1CCN(S(=O)(=O)c2cccc([N+](=O)[O-])c2)CC1 | ? | -3% | -2%
O=C(CSc1nccn1-c1ccc(F)cc1)Nc1ccc2c(c1)OCO2 | -9% | ? | -2%
COc1ccc(NC2=Nc3cccc4cccc2c34)cc1 | -1% | 26µM* | 1%
CCCSc1nnc2[nH]c(=O)cc(N)n12 | 1% | 2% | 3%
CCOC(=O)c1c(-c2ccc(C)o2)csc1NC(=O)CN1CCN(CC)CC1 | -1% | 29µM* | -4%
COc1ccc(CNC(=O)CCc2c(C)nc3cc(-c4ccccc4OC)nn3c2C)cc1 | -5% | ? | /
Cn1c(N)c(C(=O)CSc2ncn[nH]2)c(=O)n(C)c1=O | -25% | -30% | 3%
Cc1ccccc1C(=O)N[C@H](C(=O)OCC(=O)NC1CC1)C(C)C | -1% | 29% | -4%
C/C(=N\NC(=O)c1cc(-c2ccncc2)nc2ccccc12)c1ccc(N2CCOCC2)cc1 | -15% | ? | 2%
CC(c1ccccc1)N1CCn2c(nc3cc(NC(=O)c4cccs4)ccc32)C1 (stereo unspecified) | -3% | ? | 12%
O=C(COC(=O)c1ccc([N+](=O)[O-])o1)Nc1ccc(F)cc1 | -2% | -4% | 2%
O=C(NC(Nc1ncc(S(=O)(=O)c2ccc([N+](=O)[O-])cc2)s1)(C(F)(F)F)C(F)(F)F)c1ccc(Cl)cc1 | -4% | 15µM* | 6%
Cc1cccc(-c2nc(C#N)c(NCC3CCCO3)o2)c1 (stereo unspecified) | 51%[activator] | ? | /
O=C(CCN1C(=O)C2C3C=CC(C3)C2C1=O)Nc1ccc2c(c1)OCO2 (stereo unspecified) | 4% | -28% | 4%
CC1(C)Cc2c(cnn2-c2ccc(F)cc2)C(NC(=O)C(C)(C)O)C1 (stereo unspecified) | -1% | 1% | /
O=C(NCCOc1ccccc1Cl)c1cc(F)c(F)cc1Cl | -2% | -3% | 3%
O=S(=O)(NCc1nnc2ccccn12)c1ccc(F)cc1 | -3% | -13% | -14%
CCN(CC)C1CCN(c2nc3nonc3nc2NCCOC)C1 (stereo unspecified) | -5% | -1% | 1%
CCn1ncc(/C=C/C(=O)Nc2c(C)nn(CC)c2C)c1C | 12% | -5% | 1%
Cc1ccccc1Nc1cc(C(=O)NCCCN2CCN(c3cccc(Cl)c3)CC2)c2ccccc2n1 | -4% | ? | 7%
CC(c1ccccc1)C1CC(=O)N(Cc2ccco2)C1=O (stereo unspecified) | -26% | 21µM* | 5%
O=C(c1ccccc1)N1CCN(Cc2ccccc2)CC1 | 1% | -5% | -7%
COC(=O)c1cccnc1NC(=S)NNC(=O)c1ccncc1 | -2% | 17% | 4%
CCNc1nc(NCC)n2c(SCC(=O)Nc3ccc(F)cc3)nnc2n1 | -5% | -20% | 6%[0.505 µM]
Cc1cc(C)nc(-n2nc(C)cc2NC(=O)c2ccc3c(c2)OCO3)n1 | -5% | / | -1%
O=c1oc2ccccc2n1CSc1nc2ccccc2s1 | -7% | 13µM* | -2%
Cn1c2ccccc2c2ncn(Cc3ccc(F)cc3)c(=O)c21 | -4% | ? | 5%
CC(=O)c1ccc(NC(=O)CCc2c(C)nc3cc(-c4ccc(Cl)cc4)nn3c2C)cc1 | -2% | 6.5µM* | -1%
COc1ccc(C(=O)N2CCN(c3cccc(Cl)c3)CC2)cc1S(=O)(=O)NC1CC1 | -5% | 15µM* | 0%
N=C1/C(=C\c2ccc(OC(=O)c3ccccc3)cc2)C(=O)N=C2SC(N3CCOCC3)=NN12 | ? | -3% | /
CCOC(=O)Nc1ccc2c(c1)N(C(=O)OC)c1ccccc1CC2 | ? | ? | -2%
COc1ccc(C(C)NC(=O)c2cccc([N+](=O)[O-])c2)cc1OC (stereo unspecified) | 2% | 0% | 3%
O=[N+]([O-])c1ccc(CN2CCN(c3ccc(F)cc3)CC2)o1 | -18% | 19% | /
Cc1cccc(NC(=O)CSc2cccc3cccnc23)c1 | 0% | ? | 4%
CCN(CC)C(=O)[C@H]1CC(CC(=O)NCCc2ccccn2)C(=O)N2CCc3c([nH]c4ccccc34)[C@]12C (stereo partly specified) | -4% | -28% | 2%
O=C(CNS(=O)(=O)c1c(Cl)cccc1Cl)OCc1csc(-c2ccccc2)n1 | -7% | -28% | 0%
CCCCn1c(N)c(N(CCC(C)C)C(=O)CCN2C(=O)C3CC=CCC3C2=O)c(=O)[nH]c1=O (stereo unspecified) | -1% | -5% | 3%
COc1ccc(-n2c(=O)c(CCC(=O)N(C)Cc3cccs3)nc3ccccc32)cc1 | -19% | ? | /
Clc1ccc(Cl)c(OCCCCN2CCNCC2)c1 | 0% | ? | 7%
COc1ccc(NC(=O)CSc2nc3c(c(=O)n2-c2ccc(F)cc2)SCC3)cc1 | -9% | -20% | 7%
CC[n+]1ccccc1/C=C1\Sc2ccc(C)cc2N1C | -2% | 0.33µM* | /
NS(=O)(=O)c1ccc2nc(NC(=O)c3ccncc3)sc2c1 | -8% | -28% | 0%
Fc1cccc(Cl)c1-c1nnc2ccc3ccccc3n12 | -2% | 10µM* | 5%
c1ccc(SCc2nc(-c3ccncc3)no2)cc1 | -3% | -29% | 7%
O=C(c1cnn2c(C(F)(F)F)cc(-c3ccc(F)cc3)nc12)N1CCc2ccccc2C1 | -1% | 21µM* | 2%
CCS(=O)c1ccccc1C(=O)OC(C)C(=O)Nc1ccc(S(=O)(=O)N2CCCC2)cc1 (stereo unspecified) | -12% | ? | /
CCOc1ccc(N(C)C(=O)CCc2nnc3ccc(N4CCCC4)nn23)cc1 | -6% | -1% | 5%
Cc1nn(-c2ccccc2)c2[nH]c(C(F)(F)F)cc(=O)c12 | -5% | -13% | 0%
Cc1cc(=O)n(-c2ccccc2Cl)[nH]1 | -5% | 11% | -2%
CS(=O)(=O)N1N=C(c2ccc(Br)cc2)CC1c1cccs1 (stereo unspecified) | 0% | 26µM* | 8%
COc1ccc(C(C)NC(=O)C2C(=O)NC3(C)CC2c2ccccc2O3)cc1 (stereo unspecified) | -8% | -26% | -2%
N#Cc1cccc(NC(=O)CCNC(=O)c2ccccc2Cl)c1 | -3% | -9% | /
O=C(Nc1nnc(-c2ccc(F)cc2)s1)Nc1ccccc1F | -6% | -2% | 1%
Cc1cccc(-n2c(C)nc3cc(C(=O)NC4CCCCCC4)ccc32)c1 | -2% | 23µM* | 10%
Additional compounds follow.
SMILES | GCN5L2 inh | DT40 TDP1 no CPT | TDP1 block
O=C(CN1C(=O)NC2(CCCCC2)C1=O)Nc1ccc2[nH]c(=O)[nH]c2c1 | 0% | -11% | 0%
COc1cccc(C2NC(=O)NC(C)=C2C(=O)Nc2ccccc2C)c1 (stereo unspecified) | -1% | / | 3%
COc1cc(OC)c2c(-c3ccccc3)cc(=O)oc2c1C(CC(=O)N1CCN(c2ccccc2)CC1)c1ccc(N(C)C)cc1 (stereo unspecified) | -14% | ? | 20%
Cn1cc(C(=O)c2ccc(Cl)cc2Cl)cc1C(=O)N/N=C(\N)COc1ccc(Cl)cc1Cl | -14% | ? | 8%
O=C(c1ccc(NS(=O)(=O)c2ccccc2)cc1)N1CCN(Cc2ccc3c(c2)OCO3)CC1 | -17% | ? | 3%
Cc1noc(C)c1S(=O)(=O)N1CCC(C(=O)NC2CCN(Cc3ccccc3)CC2)CC1 | -2% | 11µM* | 0%
CC(C)c1nnc(NC(=O)c2cccs2)s1 | -8% | -7% | 3%
Cc1nnc(-c2ccc(Oc3ccc(Cl)cc3)c([N+](=O)[O-])c2)o1 | -2% | 23µM* | 6%
Cc1ccc(S(=O)(=O)N2CCCCC2)cc1NC(=O)C1CCCO1 (stereo unspecified) | -5% | -14% | 3%
O=C(Cn1cc([N+](=O)[O-])cn1)N1CCc2ccccc2C1 | -8% | 3% | 8%
COc1ccccc1NC(=O)/C(C#N)=C/c1cccnc1 | -4% | 0% | 5%[56.1 µM]
O=C(COC(=O)c1ccccc1Cc1ccccc1)Nc1ccc(SC(F)F)cc1 | -9% | ? | -2%
OC(c1ccccc1)(c1ccccc1)C1CCN(C(=S)Nc2ccc(F)cc2)CC1 | -6% | ? | 2%
CC(=O)N/C(=N\c1nc(C)cc(C)n1)Nc1ccc(Cl)cc1Cl | 13% | -13% | /
Cc1ccc2c(c1)c1cccc3c1n2CCN3CCC(N)=O | -6% | -18% | 8%
Cc1cc(C(=O)NNC(=S)NCC(C)C)cs1 | 0% | ? | 5%
CCN(C(=O)CN1CCN(Cc2ccccc2)CC1)c1c(N)n(Cc2ccccc2)c(=O)[nH]c1=O | 1% | ? | -1%
O=C(COc1ccccc1)Nc1ccc2[nH]c(=O)[nH]c2c1 | -1% | 24% | 7%
CC(=O)N1CCN(c2ccccc2NC(=O)COc2ccccc2C)CC1 | 0% | ? | 3%
COC(=O)c1cc2ccccc2n1S(=O)(=O)c1ccccc1 | -13% | -9% | /
CC1(C)C(=O)C2(CCCCC2)C(=O)OC1c1cccs1 (stereo unspecified) | 1% | -15% | 5%
Cc1ccc(CSCCNC(=O)CN(c2ccccc2)S(C)(=O)=O)cc1 | -4% | -8% | -7%
CN1CCN(C(=O)c2cc([N+](=O)[O-])cc([N+](=O)[O-])c2)CC1 | -12% | 16% | 1%
CN1CCN(c2nc3c(c(=O)[nH]c(=O)n3C)n2Cc2ccc(Cl)cc2)CC1 | -1% | 8% | /
O=C(CN1CCC(O)(c2ccccc2)CC1)Nc1ccc2c(c1)OCCO2 | -7% | 5% | -7%
CCc1nc(C)cn1S(=O)(=O)c1cc(OC)c(C)cc1C | -2% | ? | 3%
COc1ccc(S(=O)(=O)NCC2CCCN(Cc3ccc(C)o3)C2)cc1 (stereo unspecified) | -25% | -23% | 6%
NC1=NC(=O)/C(=C/c2ccccc2OS(=O)(=O)c2ccccc2)S1 | -4% | -3% | 3%

Shown comma-delimited: entries from further up.
Molecule,GCN5L2 inh,DT40 TDP1 no CPT,TDP1 block
CCc1nnc(NC(=O)CSc2ccc(-c3ccc(C)cc3)nn2)s1,-7%,7%,-2%
CNC(=O)c1ccsc1NC(=O)CS(=O)(=O)c1ccc(Cl)cc1,-5%,-10%,8%
O=C(Cc1ccccc1)N1CCN(S(=O)(=O)c2cccc([N+](=O)[O-])c2)CC1,?,-3%,-2%
O=C(CSc1nccn1-c1ccc(F)cc1)Nc1ccc2c(c1)OCO2,-9%,?,-2%
COc1ccc(NC2=Nc3cccc4cccc2c34)cc1,-1%,26µM*,1%
CCCSc1nnc2[nH]c(=O)cc(N)n12,1%,2%,3%
CCOC(=O)c1c(-c2ccc(C)o2)csc1NC(=O)CN1CCN(CC)CC1,-1%,29µM*,-4%
COc1ccc(CNC(=O)CCc2c(C)nc3cc(-c4ccccc4OC)nn3c2C)cc1,-5%,?,/
Cn1c(N)c(C(=O)CSc2ncn[nH]2)c(=O)n(C)c1=O,-25%,-30%,3%
Cc1ccccc1C(=O)N[C@H](C(=O)OCC(=O)NC1CC1)C(C)C,-1%,29%,-4%
C/C(=N\NC(=O)c1cc(-c2ccncc2)nc2ccccc12)c1ccc(N2CCOCC2)cc1,-15%,?,2%
CC(c1ccccc1)N1CCn2c(nc3cc(NC(=O)c4cccs4)ccc32)C1 (stereo unspecified),-3%,?,12%
O=C(COC(=O)c1ccc([N+](=O)[O-])o1)Nc1ccc(F)cc1,-2%,-4%,2%
O=C(NC(Nc1ncc(S(=O)(=O)c2ccc([N+](=O)[O-])cc2)s1)(C(F)(F)F)C(F)(F)F)c1ccc(Cl)cc1,-4%,15µM*,6%
